HT1080-NT tox: kills 2HG-producing HT-1080-NT fibrosarcoma cells; Potency, µM (top dose mostly 46.1 µM), for inactives: at the top dose activity, negative = less viability, most hits filed as cytotoxic; actives 1.6% (n = 360,000); HT-1080-NT fibrosarcoma viability, CellTiter-Glo ATP luminescence, 48 h;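 further: NT is the 2HG producing partner of a matched IDH1 knockdown line; 0% = DMSO-treated cells and -100% = media-only wells without cells; nearly all actives have a fitted effect of over 55% in size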
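Luminescent CellTiter-Glo readout after 48 hours of compound exposure at 37 degrees C defined viability of HT-1080-NT cells. Activity was normalized to DMSO wells and cell-free media wells; concentration-response curves were fitted and assigned curve classes.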
KB-3-1 cytotox: kills parental KB-3-1 adenocarcinoma cells | KB-3-1 viability, CellTiter-Glo ATP luminescence, 72 h | AID 1347075 | Potency, µM (titrated, usually from 46.1 µM), for the others: at the top dose activity change, negative = cytotoxic, hits mostly cytotoxic | actives 1.4% (n = 400,000); further: on the % scale 0 is the no-effect control and ±100 the full control effect; nearly all actives have a fitted effect of over 60% in size
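Parental KB-3-1 viability, qHTS format: 72 h compound exposure, 37 °C; CellTiter-Glo; media-only wells and DMSO plates as controls; concentration-effect fits on corrected data.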
GLP1R cytotox: cytotoxicity counter-screen for GLP-1 receptor inverse agonists; HEK293 cAMP-luciferase reporter cells, luminescence, 24 h; Potency, µM (titrated, usually from 38.3 µM), inactives show at the highest dose activity change, negative = inhibition, hits mostly inhibitors; actives 0.13% (n = 410,000); AID 624418;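 further: loss of luciferase light is scored as toxicity; on the % scale 0 is the no-effect control and ±100 the full control effect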
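Compound-treated cells are incubated 24 hr at 37 deg C under 5% CO2 after a 12 hour attachment period, then luciferase detection reagent is added and luminescence is measured following 12 min at room temperature; lowered signal indicates toxicity.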
GLP-1R agonist: GLP-1 receptor (human) agonism; Potency, µM (series often up to 45.6 µM), without a hit: top-dose activation, hits mostly activators; actives 0.007% (n = 380,000); HEK293 GLP-1R CRE-luciferase, luminescence, 4-6 h; cells express a hypersensitive GLP-1R form; P43220; further: % of control where 0% means no effect
Target sequence (P43220 whole entry, looked up): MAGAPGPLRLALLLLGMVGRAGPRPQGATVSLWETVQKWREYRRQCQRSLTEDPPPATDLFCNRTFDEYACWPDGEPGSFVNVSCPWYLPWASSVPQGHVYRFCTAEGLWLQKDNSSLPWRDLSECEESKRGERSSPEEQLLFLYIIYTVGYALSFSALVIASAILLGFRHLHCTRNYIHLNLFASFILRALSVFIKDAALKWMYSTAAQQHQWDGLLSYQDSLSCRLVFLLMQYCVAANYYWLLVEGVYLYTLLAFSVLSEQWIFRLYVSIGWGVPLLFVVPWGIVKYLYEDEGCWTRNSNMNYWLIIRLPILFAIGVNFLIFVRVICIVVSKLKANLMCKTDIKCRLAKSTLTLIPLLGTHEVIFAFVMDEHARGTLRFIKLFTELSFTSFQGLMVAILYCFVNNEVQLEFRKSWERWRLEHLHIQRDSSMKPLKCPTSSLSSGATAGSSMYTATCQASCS
SW480 rerep: induces DNA re-replication in SW480 colon adenocarcinoma cells. actives 1.8% (n = 340,000). SW480 DNA re-replication, Hoechst DNA content imaging, 48 h. Potency, µM (titrated, usually from 46.1 µM), inactives show at the highest dose re-replication activation, usual class: activators. AID 624297; further: % of control where 0% means no effect; nearly all actives have a fitted effect of over 55% in size
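Treated cells incubate 48 hr (37 C, 5% CO2), are stained 40 min with Hoechst, and nuclear fluorescence is enumerated; a rise in nuclei with high DNA signal marks re-replication.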
KB-V1 MDR tox: KB-V1 MDR subline cytotoxicity; KB-V1 MDR cells viability, CellTiter-Glo, 72 h; Potency, µM (highest dose often 46.1 µM), inactives show at the top dose activity change, negative = cytotoxicity, hits mostly cytotoxic; actives 3.4% (n = 400,000); AID 1347076; further: on the % scale 0 is the no-effect control and ±100 the full control effect; nearly all actives have a fitted effect of over 60% in size
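KB-V1, DMEM (no phenol red) + 10% FBS; cpd pin-transferred, titration series; 72 h, 37 degrees C; CellTiter-Glo, luminescence. Data normalized, curve-fit.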
TDP43 rescue: rescues yeast growth from TDP-43 toxicity. TDP-43 expressing yeast growth rescue, BacTiter-Glo, 24 h. actives 1.8% (n = 410,000). Potency, µM (highest dose often 46.1 µM), without a hit: top-dose growth rescue (activation), most hits filed as activators; further: % of control where 0% means no effect; nearly all actives have a fitted effect of over 50% in size
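Luminescence from BacTiter-Glo reports growth of TDP-43-expressing yeast after 24 hr at 30 deg C with compound. Cells were raffinose-pregrown to mid-log, then seeded in galactose medium at OD600=0.02.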
HT1080 IDH1KD tx: kills HT-1080 cells with IDH1 knockdown; HT-1080 IDH1 knockdown viability, ATP luminescence, 48 h; actives 2% (n = 360,000); Potency, µM (top dose mostly 46.1 µM), for inactives: at the top dose activity, negative = toxicity, actives largely listed as cytotoxic;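 further: 0% = DMSO wells and -100% = cell-free medium wells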
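IDH1KD HT-1080 cells, 750/well, RPMI + 5% FBS; compound pinned after 2 h settling; 48 h, 37 °C; CellTiter-Glo luminescence; % activity normalised to DMSO and no-cell wells; curves fitted, classed by r2 and efficacy.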
GLP1R inv ag: GLP-1 receptor (human) inverse agonism | P43220 | HEK293 GLP-1R CRE-luciferase, luminescence, 24 h; GLP-1R form is constitutively active | Potency, µM (doses to about 38.3 µM), for the others: top-dose activity change, negative = inhibition, most hits filed as inhibitors | actives 1.6% (n = 410,000) | AID 624417; further: on the % scale 0 is the no-effect control and ±100 the full control effect; nearly all actives have a fitted effect of over 55% in size
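Cells are plated, allowed 12 hours at 37 deg C, then treated with compounds for 24 hr before luciferase detection reagent is added and luminescence is read after 12 min at room temperature. The HEK293 line carries constitutively active GLP-1R with a cAMP-responsive reporter.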
* = called active by the depositor; ? = inconclusive; / = no result given; [ ] = remark or other dose. The call rests on the fitted dose curve; in most records, active means well fitted curve in the direction sought with a large enough effect; inconclusive means small, poorly fitted or top-dose-only effect, or another doubt; inactive means no such curve, though single readings can be large; an effect the other way counts as inactive or inconclusive. Potency means the concentration at half of the fitted maximal effect.

mol | GLP1R cytotox | GLP1R inv ag | GLP-1R agonist | SW480 rerep | KB-3-1 cytotox | KB-V1 MDR tox | HT1080 IDH1KD tx | TDP43 rescue | HT1080-NT tox
O=C(Nc1ccc(Cl)cc1C(F)(F)F)C(Sc1nnc(-c2cccs2)o1)c1ccccc1 (stereo not drawn) | ? | ? | -10% | / | ? | 15µM* | 10µM* | 19% | ?
CC(=O)Nc1cccc(-c2cc(NC(C)=O)c3ncc(-c4cccc(C(C)=O)c4)n3c2)c1 | 1% | -7% | 20% | / | 0% | 0% | ? | 24% | -1%
CN(Cc1ccccc1)C(=O)COC(=O)c1cc(=O)[nH]c2ccccc12 | 7% | 5% | -4% | 1% | / | / | 3% | 17% | 0%
Cc1noc(C)c1COC(=O)COc1ccc(C#N)cc1 | -4% | -4% | 11% | ? | -6% | ? | 9% | -2%[0.397 µM] | 15%
CC1CCN(S(=O)(=O)c2cc(C(=O)N3CCN(c4cccc(Cl)c4)CC3)n(C)c2)CC1 | -5% | ? | 3% | / | 16µM* | -24% | / | 9% | /
CCOc1ccccc1C(=O)OCC(=O)NCc1ccc2c(c1)OCO2 | -10% | -18% | 0% | -11% | 1% | 0% | 2% | -9% | 5%
Cc1ccc2c(N)c(C(=O)c3ccccc3)sc2n1 | -16% | -20% | 10% | ? | ? | ? | ? | 14µM* | ?
Cc1cccc(NC(=O)CSc2cccc3cccnc23)c1C | -12% | 4% | 13% | 2% | 3% | -5% | -7% | ? | -1%
Cn1nnnc1SCC(=O)N1CCN(c2cccc(Cl)c2)CC1 | -17% | 17% | 12% | 0% | -2% | -3% | 8% | -24% | 3%
O=C(Nc1cccc(C(=O)O)c1)/C(=C\c1ccco1)NC(=O)c1ccc(Br)o1 | 8% | 2% | -3% | -18% | 1% | 16% | 0% | -10% | 0%
COc1ccc(S(=O)(=O)NCc2ccco2)cc1-c1nnc2c3ccccc3c(C)nn12 | -12% | 87%[activator] | 19% | -6% | 3% | 29% | -8% | -21% | 4%
COc1ccc(N(C(=O)c2snc(C(N)=O)c2N)C(C(=O)NC2CCCC2)c2ccco2)c(OC)c1 (stereo not drawn) | ? | 15% | 12% | -1% | 6% | -23% | ? | 0% | -18%
CCN(C(=O)CSc1nnc(-c2ccc(C)cc2)n1N)c1c(N)n(Cc2ccccc2)c(=O)[nH]c1=O | 1% | 14% | -5% | 0% | 9% | 20% | 6% | -8% | 4%
COc1ccc(-c2[nH]ncc2CN2C[C@@H]3CCC[C@H]2C3)c(F)c1 | -8%[7.66 µM] | 6%[7.66 µM] | 2% | -2% | 0% | 20% | 7% | -15%[9.22 µM] | -22%
N#CC(C(=O)c1ccccc1Cl)=C1SCCCS1 | -3% | -18% | -3% | ? | ? | 3% | -15% | 35µM* | 21%
O=C(Nc1nnc(CCS(=O)(=O)c2ccc3ccccc3c2)s1)c1ccc([N+](=O)[O-])cc1 | -16% | 0% | -7% | -3% | 10% | 19% | 10% | 6% | 12%
COc1ccccc1NC(=O)c1cc2c(s1)-c1ccccc1S(=O)(=O)C2 | -19% | -3% | -6% | -74%[inhibitor] | -3% | 10% | -15% | -4% | -1%
CN(Cc1cnccn1)C(=O)CC1C(=O)NCCN1Cc1ccc(F)cc1Cl (stereo not drawn) | -1% | -3% | 2% | 1% | / | / | 10% | 1% | -5%
c1ccc(-n2nnnc2-c2cccc3ccccc23)cc1 | ? | ? | 7% | 5.8µM* | / | / | 8.2µM* | 14µM* | 5.8µM*
COc1ccc(N=C2SC(C(=O)O)CC(=O)N2C)cc1 (stereo not drawn) | -1% | 10% | -27% | -4% | 5% | 13% | 21% | -8% | ?
CC(=O)Nc1cc(-c2ccc(CO)cc2)cn2c(-c3ccc(F)cc3)cnc12 | 1% | 6% | -7% | / | 0% | 6% | 0% | 13% | -12%
COCCSc1ccccc1C(=O)Nc1ccc2c(c1)OCCO2 | -5% | 5% | 2% | -4% | 0% | -8% | 20% | 9% | 17%
CCOC(=O)C1CCN(CC(=O)Nc2cc(C)nn2-c2nc3ccccc3s2)CC1 | -4% | 10% | -6% | 0% | -5% | -2% | -7% | 20% | -1%
CC(Nc1cccc(F)c1)C(=O)Nc1ccc(S(N)(=O)=O)cc1 (stereo not drawn) | -1% | 1% | 7% | -4% | 15% | 12% | 9% | -13% | 0%
O=C(CN1C(=O)CCS(=O)(=O)c2ccccc21)Nc1ccccc1F | 4% | -12% | -1% | -7% | 4% | 4% | 17% | 2% | 2%
Cc1[nH]n(-c2ccccc2)c(=O)c1CCOC(=O)c1cccc(C(F)(F)F)c1 | 1% | 0% | 5% | 12% | -3% | -18% | -12% | 6% | -1%
O=C(Cn1c(=O)c2cccn2c2cccnc21)N1CCN(c2ccccc2F)CC1 | 1% | -16% | -1% | -6% | 9% | -16% | -13% | -4% | -15%
Cc1cc2n(n1)C(c1ccsc1)Nc1ccccc1-2 (stereo not drawn) | -4% | 2% | 9% | 2% | 3% | 8% | 3% | 8.9µM* | -3%
CCCNC(=O)C1CCN(Cc2cc3ccccc3n2Cc2ccccc2)CC1 | -6% | ? | / | / | 2% | -2% | / | 0% | /
NC(N)=N/N=C/c1ccc(Cl)c([N+](=O)[O-])c1 | -1% | ? | 5% | -15% | 0% | -7% | 23µM* | -26% | -28%
Cc1cccc(N2CCN(C(=O)CS(=O)(=O)Cc3nc(-c4ccccc4C)oc3C)CC2C)c1 (stereo not drawn) | -10% | ? | -2% | / | ? | -50% | / | 25µM* | /
O=C(CCSc1nc2ccccc2s1)N/N=C/c1c(O)ccc2ccccc12 | 9% | ? | -3% | 6.5µM* | ? | -10% | ? | -1% | ?
CNC(=O)c1ccc(-c2nc(-c3ccccc3)cs2)cc1 | -4% | 42%[activator] | 16% | 11% | -3% | 0% | 8% | 12% | 17%
N#CC1c2ccccc2-c2ccccc2N1C(=O)c1ccccc1 (stereo not drawn) | -23% | 7.1µM* | 17% | / | ? | 15µM* | 9.2µM* | 28µM* | ?
CCOC(=O)/C(=C\C=C1/Sc2ccccc2N1CC)C(C)=O | -9% | 39%[activator] | ? | 0% | 3% | 5.2µM* | -14% | ? | -19%
COc1ccccc1N(CC(=O)NCCSc1ccccn1)S(=O)(=O)c1ccccc1 | -3% | ? | 13% | -3% | 0% | ? | -10% | -7% | -4%
S=c1[nH]cc(Cc2ccccc2)s1 | ? | 13% | 0% | -6% | 18% | 4% | 3% | 24% | 5%
Cc1ccccc1C(=O)NC(=S)Nc1ccc2[nH]c(=O)[nH]c2c1 | -17% | 5% | -2% | -12% | 16% | 24% | -4% | 8% | 5%
O=C(NCc1ccco1)c1ccc(NS(=O)(=O)c2cccc([N+](=O)[O-])c2)cc1 | -10% | 1% | -1% | 0% | -3% | 0% | 0% | -14% | -6%
COc1ccc(/C=C(/NC(=O)c2ccccc2)C(=O)NC(Cc2c[nH]c3ccccc23)C(=O)O)cc1 (stereo not drawn) | -7% | 5% | -1% | -7% | -4% | 7% | -2% | -11% | -13%
O=C(CSc1nncs1)N1CCN(S(=O)(=O)c2ccccc2)CC1 | -4%[0.307 µM] | -14%[0.307 µM] | 1% | -13% | 26% | -10% | 11% | 2% | 1%
CCN(C(=O)CSc1nnc(COc2cccc(C)c2)o1)c1nc(C)cs1 | -3% | 5% | 13% | -2% | -1% | ? | 8% | 6% | 0%
O=C(COc1ccccc1[N+](=O)[O-])OC1CCS(=O)(=O)C1 (stereo not drawn) | 7% | 10% | -2% | -5% | 6% | ? | 9% | -15% | 12%
CN(C)c1ccc(NC(=O)c2ccc(Cn3cc([N+](=O)[O-])cn3)cc2)cc1 | ? | ? | 27% | ? | 18µM* | -17% | ? | -25%[1.82 µM] | -10%
N=c1n(Cc2ccc(Cl)cc2)c2ccccc2n1CC(O)c1ccco1 (stereo not drawn) | -5% | ? | 2% | ? | ? | 21µM* | ? | 3% | 23µM*
Cc1cccc(C(=O)NCCc2nc3ccccc3n2CCC(C)C)c1 | -3% | ? | / | / | -18% | 0% | / | 23% | /
CNC(=O)CCc1nc(-c2ccc(C(C)(C)C)cc2)no1 | -1% | -12% | -4% | 0% | -13% | 15% | 5% | 12% | 1%
CS(=O)(=O)c1ccc(Cl)c(NC(=O)COC(=O)/C=C/c2cnc3ccccc3n2)c1 | -1% | 12% | -2% | ? | -4% | -21% | 1% | -22% | -12%
Cc1cccc(S(=O)(=O)c2c(N)n(Cc3ccco3)c3nc4ccccc4nc23)c1 | 106%[activator] | 38%[activator] | 0% | 18% | ? | 18µM* | ? | 0% | -25%
Cc1cccc(N2C(N)=NC(N)=NC23CCCCC3)c1 | 18% | ? | -13% | -10% | -12% | 20% | ? | 0% | -2%
O=C(NCC1CCN(c2ccc(S(=O)(=O)N3CCOCC3)cc2)CC1)c1ccc(Cl)cc1 | -8% | ? | -18% | -2% | -20% | -15% | -12% | 8% | -15%
Cc1cc(C(=O)CN2C(=O)NC3(CCCCC3)C2=O)c(C)n1-c1ccc2c(c1)OCO2 | -4% | ? | 6% | 0% | -9% | -2% | -13% | -30% | -12%

Quoted from the listing:
Cc1cccc(N2C(N)=NC(N)=NC23CCCCC3)c1 @ GLP-1R agonist = -13%
Cc1cccc(S(=O)(=O)c2c(N)n(Cc3ccco3)c3nc4ccccc4nc23)c1 @ TDP43 rescue = 0%

Source: PubChem BioAssay (National Center for Advancing Translational Sciences (NCATS))

Compounds as they come; overall some 9.4% were active at least once.
